PG9 binder: binds the HIV-1 gp120 antibody PG9 | TR-FRET gp120-PG9 antibody binding | inhibition, % at 6.7 µM | 0.43% of 360,000 active | AID 624416; in the data active means inhibition above about 8.5%
TCR CD3 inh: human TCR-CD3 binding inhibition; TAMRA-labeled TCR probe fluorescence, biochemical; 0.37% of 360,000 active; AID 651800; inhibition, % at 9.4 µM; in the data active means inhibition above about 19%;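 further: recombinant mutant TCR 2C K166C tagged with TAMRA read by polarization; 0% = receptor in buffer alone and 100% = receptor with positive control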
Rev-erbA mod: modulators of human Rev-erb alpha DNA binding; Rev-erbα–FITC-DNA binding, fluorescence polarization, 90 min; activity, % at 10 µM; 0.79% of 370,000 active; AID 1259318;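 active means activity above about 14%, limit read from the data; passing the limit was not always enough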;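 further: 0% = DMSO wells with 35 nM protein and 100% = DMSO wells with 750 nM protein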
Target sequence (P20393 whole entry, looked up): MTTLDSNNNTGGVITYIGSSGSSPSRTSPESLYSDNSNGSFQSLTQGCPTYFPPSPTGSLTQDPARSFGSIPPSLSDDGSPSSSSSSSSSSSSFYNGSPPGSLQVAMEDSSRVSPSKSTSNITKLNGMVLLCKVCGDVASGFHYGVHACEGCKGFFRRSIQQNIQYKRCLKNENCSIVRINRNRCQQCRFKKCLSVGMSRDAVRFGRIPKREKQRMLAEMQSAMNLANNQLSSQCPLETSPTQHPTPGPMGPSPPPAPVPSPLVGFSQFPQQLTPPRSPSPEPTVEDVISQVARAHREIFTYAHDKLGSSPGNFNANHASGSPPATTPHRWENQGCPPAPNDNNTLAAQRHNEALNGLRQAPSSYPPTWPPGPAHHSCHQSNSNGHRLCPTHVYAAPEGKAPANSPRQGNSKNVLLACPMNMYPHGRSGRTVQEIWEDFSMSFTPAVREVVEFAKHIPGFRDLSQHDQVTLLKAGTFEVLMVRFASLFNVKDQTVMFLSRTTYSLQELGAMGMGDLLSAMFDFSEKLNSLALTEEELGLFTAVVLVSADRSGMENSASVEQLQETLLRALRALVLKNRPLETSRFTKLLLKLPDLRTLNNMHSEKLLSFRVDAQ
MBD2 DNA inh: blocks human MBD2 binding to methylated DNA | Q9UBB5 | TR-FRET, MBD2 binding to methylated oligonucleotide | inhibition, % at 4.4 µM | 0.31% of 370,000 active | AID 686964; in the data active means inhibition above about 13%
Target sequence (Q9UBB5 whole entry, looked up): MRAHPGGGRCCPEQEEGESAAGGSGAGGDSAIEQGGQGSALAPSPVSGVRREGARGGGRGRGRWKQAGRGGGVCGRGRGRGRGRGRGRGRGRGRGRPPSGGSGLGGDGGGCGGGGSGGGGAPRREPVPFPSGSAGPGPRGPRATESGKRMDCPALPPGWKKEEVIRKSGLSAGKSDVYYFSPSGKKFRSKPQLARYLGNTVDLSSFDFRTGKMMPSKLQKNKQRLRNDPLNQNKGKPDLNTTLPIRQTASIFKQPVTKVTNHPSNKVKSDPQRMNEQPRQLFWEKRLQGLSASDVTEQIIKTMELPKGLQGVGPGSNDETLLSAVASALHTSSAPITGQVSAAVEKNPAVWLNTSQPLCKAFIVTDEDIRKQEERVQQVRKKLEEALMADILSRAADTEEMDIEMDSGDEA
HTRA1 inh: inhibitors of human serine peptidase HTRA1. Q92743. recombinant HTRA1, FP-rhodamine activity-based probe, fluorescence polarization. inhibition, % at 5.96 µM. 0.5% of 340,000 active; in the data active means inhibition above about 36%;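 further: 0% = enzyme with DMSO and 100% = wells lacking enzyme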
rCAG RNA binder: binds r(CAG) RNA repeats; inhibition, % at 3 µM; r(CAG) RNA repeat, TO-PRO-1 dye displacement fluorescence; 1.3% of 370,000 active;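 active means inhibition above the plate cutoff, the mean of all test compounds on that plate plus 3 SD, cut at about 35% in these data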;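 further: 0% = DMSO alone and 100% = 100 µM mitoxantrone as full dye displacement; higher means more dye released from RNA so lower well fluorescence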
PRMT1 FP inh: inhibitors of human PRMT1. Q99873. 1.3% of 370,000 active. recombinant PRMT1, activity-based probe fluorescence polarization. inhibition, % at 2.79 µM;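 active means inhibition above about 21% made by adding two undisclosed values, limit read from the data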
LEDGF integ inh: blocks HIV-1 LEDGF/p75-dependent DNA integration | TR-FRET IN-LEDGF/p75 DNA integration, Eu/Cy5 | inhibition, % at 3.7 µM | 0.64% of 370,000 active | AID 743269;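 active means inhibition above the screen-wide mean plus 3 SD, cut at about 13% in these data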;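 further: signal is the Cy5 over europium emission ratio at 671 and 618 nm; 0% = plate median of compound wells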
UHRF1 MBD2 ctr: human UHRF1 methylated DNA binding inhibitors | 0.75% of 370,000 active | inhibition, % at 4.4 µM | Q96T88 | UHRF1 binding to methylated oligo, TR-FRET; in the data active means inhibition above about 21%;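 further: UHRF1 SRA domain binding a hemimethylated CpG hairpin DNA probe; 0% = median of test compound wells and 100% = reference inhibitor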
ABHD4 inh: inhibits mouse alpha/beta hydrolase domain 4. purified mABHD4, FP-Rh probe fluorescence polarization. AID 720543. 0.54% of 370,000 active. inhibition, % at 8.92 µM;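 active means inhibition exceeding the mean over every tested compound plus 3 SD, cut at about 30% in these data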;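 further: 0% = plate median of compound wells and 100% = S159A mutant with DMSO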
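Doses – 8.92 µM, single dose · Material – wild-type mouse ABHD4 protein · Replication – single well per compound (singlicate) · Measure – percent inhibition of probe binding, normalized to plate controls · Schedule – 45 min compound pre-incubation plus 60 min probe step, 25 °C · Detection – fluorescence polarization with parallel and perpendicular emission, 525/598 nm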
* = called active by the depositor; . = no result given. This is a subset, so the mix of outcomes need not match the whole.

entry	Structure	PG9 binder	TCR CD3 inh	Rev-erbA mod	MBD2 DNA inh	HTRA1 inh	rCAG RNA binder	PRMT1 FP inh	LEDGF integ inh	UHRF1 MBD2 ctr	ABHD4 inh
1	O=C(NC1CC1)C1C2C3C4CC5C3C5C4C12 (stereo unspecified)	0.8	-4	-6	5	-3	-1	1	-2	6	-1
2	Cc1cccc(C)c1NC(=O)CN1CCN(C(=O)CNC(=O)Cc2cccc3ccccc23)CC1	0.7	-6	1	0	-4	1	-2	1	-1	-3
3	O=C(CCC(=O)Nc1ccc(Cl)cc1Cl)N/N=C/c1ccc([N+](=O)[O-])o1	-2.3	6	-4	-10	.	26	24*	10	-3	4
4	CCCCCCn1c(CN2CCN(CCO)CC2)nc2c1c(=O)n(C)c(=O)n2C	0.0	6	-6	3	2	-1	-5	-1	0	4
5	CCOC(=O)N1CCN(C(=O)COC(=O)c2ccccc2NCCO)CC1	2.5	-6	-3	-1	5	-1	9	-2	3	3
6	CC(=O)N(c1nc(CCl)cs1)c1cccc(C)c1C	-1.6	1	6	5	3	-6	6	-4	3	-3
7	O=C(O)c1cc(=O)[nH]c2ccccc12	1.1	-3	4	1	0	2	2	1	1	5
8	CCCCOCCCNC(=O)C[C@@H]1C[C@@]2(C(=O)OCC)CCCC=C2N(CCC2=CCCCC2)C1=O	0.9	1	1	-6	.	-1	-4	0	0	0
9	CCOC(=O)c1c(C)[nH]c(C(=O)CN(C)CC(=O)Nc2ccccc2Cl)c1C	1.3	0	-5	-6	-16	2	-3	0	0	0
10	COC(=O)c1c(NC(=O)C2CC2)sc2c1CCN(C(C)=O)C2	0.6	-3	8	-5	5	3	-3	3	-3	-4
11	Cc1cccc(C(CC(=O)O)NC(=O)C(F)(F)F)c1 (stereo unspecified)	-1.2	0	1	3	1	1	-1	-3	-1	4
12	O=C(COC(=O)c1ccc(Sc2ncn[nH]2)c([N+](=O)[O-])c1)Nc1ccc(Cl)cc1	.	.	-4	-4	.	20	-10	5	1	-12
13	Cc1ccc(S(=O)(=O)Nc2ccc(C(=O)NCCCN3CCOCC3)cc2)cc1[N+](=O)[O-]	-1.4	1	0	0	0	2	3	-7	1	7
14	COC(=O)c1cc(OCC(=O)Nc2ccc3c(c2)CCC3)cc(C(=O)OC)c1	1.2	7	3	-2	-6	4	4	0	1	10
15	O=C(COC(=O)COc1cc(Cl)c(Cl)cc1Cl)NC1CC1	1.3	-12	2	-5	-2	-2	0	0	-2	-6
16	CCN(CC(=O)NCc1ccc(F)cc1)C(=O)c1ccc2c(c1)OCO2	-1.7	0	1	4	8	-2	0	3	13	-5
17	N#CC1(C#N)COC23CCCCC2C1(C#N)C(=N)O3 (stereo unspecified)	0.8	19	1	0	13	-8	22*	2	-3	17
18	O=C(c1cccc(Cl)c1)C1CCCN(C(=O)c2ccc3c(c2)OCO3)C1 (stereo unspecified)	-2.8	2	-4	2	-4	-3	-2	3	0	3
19	COc1ccc([C@H]2CC(=O)C[C@@H](CCn3cc(-c4ccccn4)nn3)O2)cc1	0.3	-1	-3	7	.	0	5	-6	0	-5
20	N#C/C(=C\c1ccc(OCC(N)=O)cc1)c1ccccc1	0.2	2	6	3	-5	0	-1	-1	0	1
21	O=C(NC1CCCC1)C(c1ccncc1)N(Cc1ccccc1F)C(=O)c1csnn1 (stereo unspecified)	2.6	-9	5	-4	2	-1	2	0	-1	-1
22	Cc1cc(N2CCCC2)c(F)cc1/C=C\[N+](=O)[O-]	-7.9	-5	-4	-2	-5	-2	-17	0	-4	-7
23	CCCCn1c(N)c(NCc2ccccc2)c(=O)[nH]c1=O	0.2	3	-2	-3	-3	-2	-1	4	1	-6
24	O=c1[nH]c2ccc(NS(=O)(=O)c3ccc(F)c(Cl)c3)cc2[nH]1	-2.0	10	-1	-1	1	0	0	-1	-2	10
25	O=S(=O)(c1ccc2c(c1)nc(COc1ccc(Cl)cc1)n2CC1CCCO1)N1CCOCC1 (stereo unspecified)	-1.6	-3	5	4	-13	6	1	-4	1	-7
26	O=C(COC(=O)CCCN1C(=O)c2cccc3cccc(c23)C1=O)NC1CCS(=O)(=O)C1 (stereo unspecified)	0.4	5	0	-7	3	0	-1	2	-6	2
27	Cc1cc(C)c(C=NNc2nc3c([nH]2)c(=O)n(C)c(=O)n3C)c(C)c1	1.6	-5	5	-7	0	0	1	0	0	-6
28	Cc1ccc(C)c(/C(O)=C2\C(=O)C(=O)N(CCCN3CCOCC3)C2c2cccnc2)c1 (stereo unspecified)	1.6	2	3	-2	-3	4	4	1	-6	4
29	CCOC1=NN(c2ncc(C(F)(F)F)cc2Cl)C(=O)C1	-1.9	1	-3	-6	1	-1	-3	-3	-1	-3
30	C[C@@H]1COc2cc(NCCO)ccc2S(=O)(=O)N1	0.0	-6	6	8	.	3	2	0	22*	-1
31	Cc1ccccc1Nc1nc(N)nc(CSc2n[nH]c(N)n2)n1	-0.6	-4	2	3	-4	-1	1	0	-1	-2
32	CN(Cc1ccccc1)Cc1nc2c(c(=O)n(C)c(=O)n2C)n1Cc1ccccc1Cl	1.4	-2	31*	-5	1	-4	1	2	-2	-1
33	C[C@@H]1CN([C@H](C)CO)S(=O)(=O)c2ccc(Br)cc2O[C@H]1CN(C)C(=O)Nc1cccc(F)c1	2.5	-2	7	-3	-3	5	3	-4	3	6
34	C/C(=N\N1C(=O)c2ccccc2NC1c1ccccc1)c1ccccc1O (stereo unspecified)	-0.5	-4	-4	0	0	2	2	-4	-2	-2
35	COC(=O)c1cccc(N2C(=O)C3C4C=CC(CC4)C3C2=O)c1 (stereo unspecified)	-1.3	3	4	-1	-2	3	-5	4	2	1
36	CC1C(=O)N2CCCc3cc(S(=O)(=O)NCc4ccccc4Cl)cc1c32 (stereo unspecified)	-0.5	3	2	10	-4	5	9	-1	8	-15

One compound at a time, as listed above:
C[C@@H]1COc2cc(NCCO)ccc2S(=O)(=O)N1 reads PG9 binder: 0.0; TCR CD3 inh: -6; Rev-erbA mod: 6; MBD2 DNA inh: 8; HTRA1 inh: .; rCAG RNA binder: 3; PRMT1 FP inh: 2; LEDGF integ inh: 0; UHRF1 MBD2 ctr: 22*; ABHD4 inh: -1
Cc1ccccc1Nc1nc(N)nc(CSc2n[nH]c(N)n2)n1 reads PG9 binder: -0.6; TCR CD3 inh: -4; Rev-erbA mod: 2; MBD2 DNA inh: 3; HTRA1 inh: -4; rCAG RNA binder: -1; PRMT1 FP inh: 1; LEDGF integ inh: 0; UHRF1 MBD2 ctr: -1; ABHD4 inh: -2

(further entries)
entry	Structure	PG9 binder	TCR CD3 inh	Rev-erbA mod	MBD2 DNA inh	HTRA1 inh	rCAG RNA binder	PRMT1 FP inh	LEDGF integ inh	UHRF1 MBD2 ctr	ABHD4 inh
37	Cc1cc2c(ncn2Cc2ccccc2)c([N+](=O)[O-])c1C	-3.6	3	-5	5	-1	-3	-4	-1	0	1
38	CCOc1ccc(Cn2nnc(C(=O)Nc3cc(C)cc(C)c3)c2N)cc1	-0.1	-2	2	1	-1	2	0	-2	2	-2
39	CC(C)n1c(SC2C(=O)CC(C)(C)CC2=O)nc2c1c(=O)n(C)c(=O)n2C	-2.7	-4	-33	-4	-7	3	8	1	1	-2
40	NCc1ccccc1CS(=O)(=O)N1CCOCC1	-2.1	12	-4	-4	11	4	0	-5	-1	0
41	Cc1cc(-c2nnc(-c3cccc(C(F)(F)F)c3)o2)no1	1.0	-8	-1	2	-4	-4	0	-3	1	1
42	Cc1c(NC(=O)C2CCCN(S(=O)(=O)c3ccc(Br)s3)C2)c(=O)n(-c2ccccc2)n1C (stereo unspecified)	.	.	0	-3	.	1	-7	-1	-1	0
43	O=C(O)CN1C(=O)CSC1=S	-0.6	-5	0	3	-3	2	2	-2	0	-41
44	CCOC(=O)c1cccc(NC(=O)CN(C)S(=O)(=O)c2ccc(C)c(C)c2)c1	.	.	0	2	.	3	8	2	3	-9
45	CCOc1ccc(C(=O)n2cc(C(=O)OC)c3ccccc32)cc1OCC	-1.1	-1	2	-2	-4	-2	-4	-1	-3	-8
46	C/C(=C\CNc1ncnc2nc[nH]c12)CO	-1.7	-2	1	-2	-4	-1	-5	8	0	-5
47	CC(C)Oc1ccc(Nc2ncnc3ccccc23)cc1	-3.7	4	-1	-2	8	-4	9	-3	0	4
48	COc1ccc(CNC(=O)C(c2ccco2)N(C(=O)c2csnn2)c2cccc(C)c2C)cc1 (stereo unspecified)	-0.1	0	-7	3	-6	0	-1	-4	1	-1
49	Cc1cccc(OCC(O)CN2CCN(c3ccccn3)CC2)c1C (stereo unspecified)	-1.5	3	-5	3	3	-9	-1	3	1	-1
50	Cc1ccc(OCc2n[nH]c(=S)n2N)cc1C	0.4	-1	4	-2	-6	-2	-4	3	3	-12
51	COc1ccccc1NC(=O)CSc1nc(O)c(Cc2ccccc2)c(=O)[nH]1	-0.2	2	-4	-3	2	0	2	2	-1	4
52	COc1ccc2nc(-c3ccccc3)[nH]c2c1	1.3	-1	-2	1	-1	1	-1	2	0	9
53	CCOc1ncccc1C(=O)Nc1ccc(S(=O)(=O)Nc2cc(C)nc(C)n2)cc1	-0.7	1	4	-4	4	9	8	-1	-2	1
54	COc1ccc(/C=C/C(=O)OCc2csc(-c3ccccc3)n2)cc1OC	-2.9	0	2	1	-38	2	0	0	0	-18
55	O=C(CNC(=O)CNC(=O)c1ccc(Cl)cc1Cl)NCc1cccc(Cl)c1	1.3	2	5	2	-2	-2	-2	3	-1	6
56	CCOC(=O)Cc1csc(NC(=O)/C=C\c2ccccc2)n1	-2.6	5	4	10	-7	-2	0	0	20	1
57	CCCN(CC(=O)Nc1ccccc1OC)C(=O)c1ccc(S(=O)(=O)Nc2ccccc2OC)cc1	1.2	3	-3	-2	-5	4	0	2	-2	-3
58	C=CCNC(=O)N1CCC(c2nc3ccccc3s2)CC1	-0.9	3	4	-3	4	-3	-2	-3	0	2
59	Cc1cc(C(=O)N/N=C/c2ccc([N+](=O)[O-])o2)c(C)o1	-2.6	6	-4	-6	11	17	4	5	-2	17
60	COc1ccc(/C=C/C(=O)NC(=S)N2CCN(C)CC2)cc1	-0.3	7	8	-3	-1	-3	-3	4	2	0
61	COC(=O)C(/C=N/OCc1ccc([N+](=O)[O-])cc1)NC(=O)c1cccc(Cl)c1 (stereo unspecified)	1.2	2	-5	-5	-10	3	1	1	-7	-1
62	COc1cc(/C=N/Nc2ccc([N+](=O)[O-])cc2S(=O)(=O)N2CCOCC2)cc(OC)c1OC	0.4	8	5	-1	-4	1	-2	-1	0	3
63	COCc1cc(C)nc2sc(C(=O)Nc3ccccc3F)c(N)c12	2.0	-2	2	4	-3	-2	1	1	-3	2
64	Cc1cc(C)c2sc(N(CCCN(C)C)C(=O)c3ccc(S(=O)(=O)N(C)C4CCCCC4)cc3)nc2c1	-0.8	6	2	4	-21	3	0	0	-5	20
65	Cc1ccc2c(CC(=O)N3CCN(S(=O)(=O)c4cccs4)CC3)coc2c1	-1.6	6	-3	2	-5	-1	-1	-3	-2	-7
66	Cc1cc(N2CCN(c3ccccc3)CC2)nc(-n2nc(C)cc2C)n1	2.6	1	2	3	3	-4	4	1	0	-2
67	CN(C)c1ccc(O)c2c1CC1CC3C(N(C)C)C(=O)C(C(N)=O)=C(O)[C@@]3(O)C(=O)C1=C2O (stereo partly specified)	-2.8	1	-2	7	15	8	16	22*	13	60*
68	NS(=O)(=O)c1ccc(CCNC(=S)Nc2ccccc2)cc1	-2.8	0	4	1	2	2	1	4	-2	1
69	CCOC(=O)c1ccc2c(c1)NCc1cccc(OC)c1O2	-2.2	-1	-3	-1	0	-6	1	0	0	-2

Compound activity as filed in PubChem.
